Rin1-Abl PPI inh – blocks binding of human Rin1 to Abl | inhibition, % at 7.35 µM | TR-FRET Rin1/Abl binding, biochemical | P00519+Q13671 | actives 0.4% (n = 360,000); in the data active = inhibition above about 5%, passing the limit was not always enough
MT1-MMP act inh – MT1-MMP (human) activation inhibition; P50281; HT1080 RFP-PRO-GFP cells, GFP/RFP ratio fluorescence, overnight; percent of plate control window, DMSO zero; GFP/RFP ratio change, % at 20 µM; actives 0.061% (n = 360,000);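 active = GFP/RFP ratio change of at least 30% with cell ATP level not reduced by more than half and red fluorescence within 50% of control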; note: strong numbers were not always called active
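Assay system: RFP-PRO-GFP reporter HT1080 cells; read-out basis: GFP/RFP fluorescence ratio; benchmarks: DMSO wells and RFP-L50D-GFP cells; doses: 20 µM single dose, 1% DMSO; schedule: overnight cell settling, then overnight compound exposure, 37 °C, 5% CO2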
FAS TE block – blocks the thioesterase domain of human fatty acid synthase; P49327; recombinant FAS-TE, OMFH fluorogenic substrate, fluorescence endpoint; inhibition, % at 15 µM; actives 0.67% (n = 360,000); AID 602261;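 active = compounds whose normalised, plate-corrected inhibition of enzyme fluorescence in the single-dose primary screen is 50% or more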;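 note: 0% = DMSO with enzyme and 100% = substrate without enzyme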
Target sequence (P49327 whole entry, looked up, the tested form may be a part): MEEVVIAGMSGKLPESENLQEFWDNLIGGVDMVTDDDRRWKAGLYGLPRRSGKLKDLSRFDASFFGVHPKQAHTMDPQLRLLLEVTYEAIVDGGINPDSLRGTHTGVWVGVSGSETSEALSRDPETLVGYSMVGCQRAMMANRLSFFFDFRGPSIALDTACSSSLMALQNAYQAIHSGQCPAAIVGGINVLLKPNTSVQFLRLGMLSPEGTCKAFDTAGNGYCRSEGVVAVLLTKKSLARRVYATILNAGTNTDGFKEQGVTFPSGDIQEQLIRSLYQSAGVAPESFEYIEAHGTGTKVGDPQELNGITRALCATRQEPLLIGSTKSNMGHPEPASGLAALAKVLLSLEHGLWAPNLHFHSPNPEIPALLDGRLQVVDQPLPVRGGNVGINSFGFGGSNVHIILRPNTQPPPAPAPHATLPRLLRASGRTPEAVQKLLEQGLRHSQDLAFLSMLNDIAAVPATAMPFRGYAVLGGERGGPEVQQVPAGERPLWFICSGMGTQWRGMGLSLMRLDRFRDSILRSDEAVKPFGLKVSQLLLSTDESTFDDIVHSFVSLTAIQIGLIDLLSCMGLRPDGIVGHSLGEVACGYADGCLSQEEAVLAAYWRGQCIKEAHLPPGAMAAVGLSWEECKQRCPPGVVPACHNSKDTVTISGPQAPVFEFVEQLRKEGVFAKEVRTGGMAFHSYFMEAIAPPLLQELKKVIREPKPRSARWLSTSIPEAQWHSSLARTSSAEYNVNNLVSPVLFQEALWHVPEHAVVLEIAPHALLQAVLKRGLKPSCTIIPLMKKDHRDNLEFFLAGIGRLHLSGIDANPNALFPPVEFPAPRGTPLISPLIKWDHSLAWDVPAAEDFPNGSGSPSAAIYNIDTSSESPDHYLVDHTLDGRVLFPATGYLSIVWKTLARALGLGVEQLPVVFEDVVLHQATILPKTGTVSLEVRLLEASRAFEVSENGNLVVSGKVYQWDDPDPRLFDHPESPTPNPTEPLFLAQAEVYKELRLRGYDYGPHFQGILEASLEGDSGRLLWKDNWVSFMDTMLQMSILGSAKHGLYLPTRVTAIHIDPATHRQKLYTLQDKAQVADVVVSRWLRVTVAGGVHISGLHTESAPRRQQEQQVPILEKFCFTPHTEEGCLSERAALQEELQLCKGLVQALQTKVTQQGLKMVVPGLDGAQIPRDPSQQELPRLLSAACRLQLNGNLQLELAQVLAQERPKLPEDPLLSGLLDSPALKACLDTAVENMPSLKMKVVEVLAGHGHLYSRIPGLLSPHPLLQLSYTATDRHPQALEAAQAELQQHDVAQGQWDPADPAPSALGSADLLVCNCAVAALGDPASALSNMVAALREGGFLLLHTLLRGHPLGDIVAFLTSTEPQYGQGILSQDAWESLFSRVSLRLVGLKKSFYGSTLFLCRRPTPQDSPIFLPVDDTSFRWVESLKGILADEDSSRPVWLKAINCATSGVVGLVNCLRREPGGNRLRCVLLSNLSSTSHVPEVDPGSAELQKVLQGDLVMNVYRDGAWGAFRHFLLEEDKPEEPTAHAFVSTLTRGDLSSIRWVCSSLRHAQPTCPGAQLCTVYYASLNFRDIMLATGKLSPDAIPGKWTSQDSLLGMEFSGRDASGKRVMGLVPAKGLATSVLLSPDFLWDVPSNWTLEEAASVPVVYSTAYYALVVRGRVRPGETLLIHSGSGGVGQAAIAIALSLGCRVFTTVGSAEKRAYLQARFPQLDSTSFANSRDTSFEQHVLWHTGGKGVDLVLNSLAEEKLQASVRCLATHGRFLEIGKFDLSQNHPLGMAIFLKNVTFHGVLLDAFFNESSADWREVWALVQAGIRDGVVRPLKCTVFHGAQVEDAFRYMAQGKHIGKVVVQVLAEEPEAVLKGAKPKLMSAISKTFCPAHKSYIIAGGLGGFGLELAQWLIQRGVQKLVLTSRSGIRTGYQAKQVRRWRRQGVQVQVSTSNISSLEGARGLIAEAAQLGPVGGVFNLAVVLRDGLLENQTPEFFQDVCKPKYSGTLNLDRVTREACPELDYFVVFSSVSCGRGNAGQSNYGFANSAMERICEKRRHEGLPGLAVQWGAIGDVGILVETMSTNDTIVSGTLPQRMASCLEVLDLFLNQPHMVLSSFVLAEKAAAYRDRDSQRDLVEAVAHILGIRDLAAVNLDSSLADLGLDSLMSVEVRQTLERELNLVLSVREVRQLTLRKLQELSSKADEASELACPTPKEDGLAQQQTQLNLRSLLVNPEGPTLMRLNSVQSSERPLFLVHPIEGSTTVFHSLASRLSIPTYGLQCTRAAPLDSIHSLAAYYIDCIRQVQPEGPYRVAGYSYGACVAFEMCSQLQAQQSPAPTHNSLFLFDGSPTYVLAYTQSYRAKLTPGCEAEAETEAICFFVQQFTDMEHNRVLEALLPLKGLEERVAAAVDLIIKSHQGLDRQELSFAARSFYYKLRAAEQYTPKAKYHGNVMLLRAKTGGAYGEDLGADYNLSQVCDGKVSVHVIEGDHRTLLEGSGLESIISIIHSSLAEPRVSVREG
Neddylation inh – cullin neddylation inhibition; calls only at 25 µM; AID 651699; TR-FRET cullin neddylation, biochemical; P61081+Q13564; actives 0.58% (n = 360,000); in the data active = inhibition above about 36%
CSN deneddyl inh – blocks human CSN-mediated cullin deneddylation | Q92905 | Purified CSN, SCF-Nedd8-OG deneddylation, fluorescence polarization | inhibition, % at 12.5 µM | actives 0.38% (n = 360,000) | AID 651999;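 active = pattern-corrected inhibition above about 35%, with an unprinted fluorescence ratio check between 0.5 and 1.5, limit read from the data, passing the limit was not always enough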;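 note: 0% = enzyme with substrate and 100% = substrate without enzyme; some results filed as inactive read as strong as hits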
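Detection – fluorescence polarization · System – HEK293T-derived human Csn5 enzyme · Controls – substrate-only high control, full reaction low control · Timing – 90 min, room temperature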
Rpn11 block – Rpn11 (human) deubiquitinase inhibition | human 26S proteasome, Ub4-pepOG fluorescence polarization; 20S core pre-blocked with epoxomicin | O00487 | calls only at 20 µM | actives 0.59% (n = 360,000);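 active = inhibition at 20 µM, scaled to each plate's controls, above about 33%, limit read from the data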
MLLE-PAM2 inh – inhibitors of microRNA-mediated deadenylation, human PABP1 MLLE binding | P11940 | GST-MLLE / FITC-PAM2 fluorescence polarization | inhibition, % at 20 µM | actives 0.36% (n = 360,000) | AID 588489; in the data active = inhibition above about 35%, passing the limit was not always enough;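 note: plate controls were DMSO wells with GST-MLLE for no effect and wells lacking GST-MLLE protein for full effect; some results filed as inactive read as strong as hits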
SKN-1 block – blocks SKN-1 activity in C. elegans. C. elegans VP596 Pgst-4::GFP/RFP ratio, acrylamide-induced, 24 h. inhibition, % at 21.8 µM. actives 0.49% (n = 360,000);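 active = interference check ratio from 0.5 to 1.5 plus GFP to RFP signal ratio inhibition reaching or exceeding a fixed threshold, cut at about 30% in these data, passing the limit was not always enough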; note: some compounds called inactive have numbers as strong as hits
NadD block – NadD (S. aureus) enzyme inhibition; actives 0.78% (n = 360,000); AID 602399; purified NadD enzyme, colorimetric absorbance read-out; inhibition, % at 20 µM; in the data active = inhibition above about 26%; note: some compounds past the cut are filed as inactive
* hit, by the source's call; i = inactive; / = no result given; + = active, no number. Hits appear at their usual frequency. About 3.9% of those tested had a hit in this group.

SMILES	Rin1-Abl PPI inh	MT1-MMP act inh	FAS TE block	Neddylation inh	CSN deneddyl inh	Rpn11 block	MLLE-PAM2 inh	SKN-1 block	NadD block
CCOC(=O)N1CCN(S(=O)(=O)c2ccc3[nH]c(=O)sc3c2)CC1	-1	0	-3	i	6	i	-24	7	-4
CCn1ncc(C2=NOC(C(=O)Nc3cccc(O)c3)C2)c1C (stereo not given)	1	0	-6	i	-6	i	8	5	-1
Cc1cc(C)c(OCC(=O)N2CCN(c3ncc(C(F)(F)F)cc3Cl)CC2)c(C)c1	-2	2	22	i	2	i	-3	1	-4
CCOC(=O)C(C)n1cnc2c(nnn2-c2cccc(OC)c2)c1=O (stereo not given)	6	-2	-7	i	2	i	2	2	0
O=C(CCC1CCCC1)N1CCN(S(=O)(=O)c2ccc(Br)cc2)CC1	-1	-7	19	i	2	i	7	21	2
CC(C)n1cnc2c(Nc3cccc(Cl)c3)nc(N(CCO)CCCO)nc21	1	-10	0	i	0	i	4	-16	0
O=c1cc2c(nn1Cc1cccc([N+](=O)[O-])c1)-c1ccccc1CC2	2	3	71*	i	-4	i	-14	-1	-2
COc1ccc(C(=O)N/N=C(\C)c2ccc3c(c2)C2C=CCC2C(c2ccccc2)N3)cc1 (stereo not given)	-2	-2	18	i	5	i	11	14	52*
Cc1cc(=O)c2c(o1)CC(C)(C)CC2=O	-1	-3	-8	i	-6	i	14	14	5
O=C1CCCN1c1ccc(S(=O)(=O)N2CCCCC2)cc1[N+](=O)[O-]	0	-4	-2	i	0	i	-18	7	0
C/C(Cc1ccccc1)=N\NC(=O)CNC(=O)c1ccc(Br)cc1	5	-4	-5	i	2	i	18	-2	-1
CC(=O)Nc1ccc(S(=O)(=O)NCC2CCC(C(=O)NCCCN(C)Cc3ccccc3)CC2)cc1 (stereo not given)	5	-1	-2	i	-1	i	4	12	3
C=CCn1c(=O)c2c(C)c(C)sc2n2c(Nc3ccc(OC)cc3)nnc12	0	-4	-7	i	2	i	1	28	-1
CCOc1ccc(NC(=O)CN2CCN(c3ccccc3C)CC2)cc1S(=O)(=O)N1CCCC1	-1	1	27	i	1	i	-13	-3	4
Cc1cccc(/C=N/NC(=O)c2cc(Br)ccc2OCc2ccccc2)n1	0	-2	6	i	9	i	9	3	15
COC(=O)CCCn1cc(CN2CC(N3CCN(Cc4cccc(C)c4)CC3)CS2(=O)=O)nn1 (stereo not given)	/	2	-7	i	-7	/	/	13	-6
Cc1ccc(C(=O)NNC(=O)c2cccc3ccccc23)cc1	-1	1	-1	i	2	i	22	7	2
N#Cc1ccc(-c2cccs2)nc1SCc1cccnc1	1	-4	20	i	0	i	-15	9	0
COc1ccc(NC(=O)c2ccc(N3CCOCC3)nc2)cc1	2	-1	-2	i	-8	i	0	0	-3
CCC(C)n1c(C)cc(=O)n1C(C)CC (stereo not given)	4	4	0	i	-1	i	-3	7	-3
OC(COc1ccccc1)CN1CCN(CC(O)COc2ccccc2)CC1 (stereo not given)	-4	2	-4	i	5	i	3	-11	-9
CCOc1cc(-c2nc(-c3ccncc3)no2)cc(OCC)c1OCC	0	-10	-2	i	-1	i	7	7	5
CC(C)(C)NC(=S)NC(C)(C)C	5	0	-5	i	3	i	23	20	-4
COCCN(C(=O)CSc1nc2ccccc2c(=O)n1C(C)COC)c1c(N)n(Cc2ccccc2)c(=O)[nH]c1=O (stereo not given)	0	-2	-2	i	2	i	-19	-3	1
Cc1csc(Nc2ccccc2)n1	-3	-3	-3	i	4	i	-9	14	0

Entries of single compounds, looked up by structure. Values in the order: Rin1-Abl PPI inh	MT1-MMP act inh	FAS TE block	Neddylation inh	CSN deneddyl inh	Rpn11 block	MLLE-PAM2 inh	SKN-1 block	NadD block
Results for Cc1cc(=O)c2c(o1)CC(C)(C)CC2=O : -1	-3	-8	i	-6	i	14	14	5
Results for CC(=O)Nc1ccc(S(=O)(=O)NCC2CCC(C(=O)NCCCN(C)Cc3ccccc3)CC2)cc1 (stereo not given) : 5	-1	-2	i	-1	i	4	12	3
Results for Cc1cccc(/C=N/NC(=O)c2cc(Br)ccc2OCc2ccccc2)n1 : 0	-2	6	i	9	i	9	3	15
Results for CCOc1cc(-c2nc(-c3ccncc3)no2)cc(OCC)c1OCC : 0	-10	-2	i	-1	i	7	7	5
Results for OC(COc1ccccc1)CN1CCN(CC(O)COc2ccccc2)CC1 (stereo not given) : -4	2	-4	i	5	i	3	-11	-9

(next part)
SMILES	Rin1-Abl PPI inh	MT1-MMP act inh	FAS TE block	Neddylation inh	CSN deneddyl inh	Rpn11 block	MLLE-PAM2 inh	SKN-1 block	NadD block
Cc1ccc(NC(=S)N/N=C/c2c(C)nn(-c3ccccc3)c2N2CCCC2)cc1	2	-8	-6	i	-2	i	33	5	17
COc1cc(/C=N/NC(=O)c2ccc(NC(=O)C3CCCCC3)cc2)ccc1O	-3	6	3	i	25	i	-11	2	0
COc1cccc2c1C(=O)c1c(O)c3c(c(O)c1C2=O)CC(O)(C(C)=O)CC3OC1CC(N(C)C)C(O)C(C)O1 (stereo not given)	-15	-14	-139	i	-73	i	i	74	-4
CC1CCc2sc(NC(=O)C3CC(Cl)=CCC3C(=O)O)c(C#N)c2C1 (stereo not given)	6	5	-1	i	-5	i	-11	-11	4
CC(C)(C)OC(=O)NC(CO)c1cn([C@@H](Cc2cc3ccccc3[nH]2)C(=O)N2CCN(C(=O)OC(C)(C)C)CC2)nn1 (stereo not given in full)	-1	-1	8	i	0	i	-1	16	3
c1cncc(C(c2nnnn2C2CCCC2)N2CCCC2)c1 (stereo not given)	-1	1	-6	i	-3	i	-4	7	0
CC(C)Nc1nnc(SC(C)C(=O)Nc2ccc(Cl)cn2)s1 (stereo not given)	3	-3	-1	i	-6	i	-2	-14	-6
CC1CCCC(NC(=O)CSC2=Nc3ccccc3C3CC=NN23)C1C (stereo not given)	-1	-5	4	i	3	i	8	18	2
COc1cccc(CNC(=O)CN2C(=O)NC(Cc3ccccc3)(c3ccccc3)C2=O)c1 (stereo not given)	2	-4	4	i	0	i	-1	1	-2
CCN(CC)C(=O)CSc1nnc(C2CCCCC2)o1	-2	-4	-5	i	6	i	10	-24	-3
CCCOc1ccc(-c2nc(OC)c3ccccc3n2)cc1	-1	-1	14	i	3	i	-10	-1	12
Nc1cccc(/C=C/c2ccncc2)c1	-7	3	-4	i	-1	i	3	28	-6
COc1ccc(CNC(=O)O[C@@H]2C[C@H]3C(=O)N(c4ccccc4)C(=O)[C@H]3[C@@]3(CN(S(=O)(=O)c4ccc(C)cc4)C[C@H]3C)[C@@H]2O)cc1OC	3	-7	9	i	0	i	3	0	6
O=C(C1CCN(c2nnc(-n3cccc3)s2)CC1)N1CCCCC1	-1	0	-2	i	-4	i	17	10	6
c1ccc2c(c1)OCCOCCOCCO2	-1	-1	-5	i	-3	i	-2	3	2
CC(C)(C)NC(=O)N1c2ccccc2Sc2ccccc21	1	8	6	i	-4	i	13	4	-6
COc1cc(C(=O)Nc2nnc(-c3sccc3C)s2)cc(OC)c1OC	-6	-1	-6	i	59*	+	-14	-17	-1
CCOC(=O)c1cnc2cc(Cl)c(OC)cc2c1NCC1CCCO1 (stereo not given)	-4	0	11	i	4	i	7	-2	-2
CCN(CC)S(=O)(=O)c1ccc(O)c(NC(=O)CN2CCc3ccccc3C2)c1	-2	4	-5	i	-2	i	0	3	-1
C[C@]12CCC(O)CC1=CCC1C2CC[C@]2(C)/C(=N\NC(N)=S)CCC12 (stereo not given in full)	0	5	-3	i	1	i	-83	19	3
CC1CCN(C(=O)CNC(=O)Cc2ccccc2)CC1	3	-1	-2	i	-2	i	-4	-4	-2
Cc1cc(-c2onc3ccc(Cl)cc23)ccc1O	6	-56	0	i	3	i	14	-3	3
Cc1cc(C(=O)NCCN2CCOCC2)c2ccccc2n1	4	0	-4	i	-6	i	-11	-8	-3
O=C(CSc1nnc(CNC(=O)c2cccs2)o1)NC1CCCC1	0	-8	-5	i	2	i	17	-21	-1
COC(=O)c1sc2nc(C)c([N+](=O)[O-])c(C)c2c1N	-3	-3	5	i	0	i	4	10	1

Not a retest: 2 of the compounds above.
SMILES	Rin1-Abl PPI inh	MT1-MMP act inh	FAS TE block	Neddylation inh	CSN deneddyl inh	Rpn11 block	MLLE-PAM2 inh	SKN-1 block	NadD block
Cc1ccc(NC(=S)N/N=C/c2c(C)nn(-c3ccccc3)c2N2CCCC2)cc1	2	-8	-6	i	-2	i	33	5	17
COc1cc(/C=N/NC(=O)c2ccc(NC(=O)C3CCCCC3)cc2)ccc1O	-3	6	3	i	25	i	-11	2	0

(more compounds)
SMILES	Rin1-Abl PPI inh	MT1-MMP act inh	FAS TE block	Neddylation inh	CSN deneddyl inh	Rpn11 block	MLLE-PAM2 inh	SKN-1 block	NadD block
COCCN(C(=O)COC(=O)C1CC(=O)N(c2ccc(C)cc2)C1)c1c(N)n(Cc2ccccc2)c(=O)[nH]c1=O (stereo not given)	1	1	-5	i	0	i	-7	-26	-1
C=CCn1c(=NC(=O)CC)n(C)c2ccccc21	-1	1	-12	i	-2	i	-6	-9	-3
O=C(NC1CCCCCCC1)C1CCN(S(=O)(=O)N2CCCC2)CC1	-3	-3	-5	i	1	i	5	7	3
Cn1nc(C(=O)OCC(=O)N(Cc2ccccc2)C(C)(C)C)c2ccccc2c1=O	-1	-1	10	i	3	i	2	3	-1
O=C(Cc1ccc(-n2cccc2)cc1)NC1CCCCCC1	-1	4	6	i	-3	i	-9	7	0
Cc1cc(C)c2nc(SCC(=O)NCCC3=CCCCC3)cc(C)c2c1	-4	-2	-6	i	-1	i	-24	-1	19
O=C(CNC(=O)c1cccs1)OCC(=O)c1cccs1	-1	3	-7	i	0	i	-4	5	5
CCCCc1nc2cc(C(=O)N3CCCCC3CCNC(C)=O)ccc2o1 (stereo not given)	3	3	8	i	1	i	6	-11	-4
O=C(C[C@@H]1C=C[C@@H](NC(=O)Nc2cccc(F)c2)[C@@H](CO)O1)NCC1CCCCC1	/	1	/	i	-3	/	/	8	/
Cc1ccc(/C=N/NC(=O)c2nnn(-c3nonc3N)c2-c2ccc3c(c2)OCO3)s1	0	1	10	i	8	i	-14	-10	4
CNC(=O)CC(C(=O)O)c1ccc(OC(C)C)cc1 (stereo not given)	1	1	-2	i	-5	i	2	4	-6

Assay outcomes: PubChem BioAssay, several laboratories
